CAL PDZ FP-1 – untagged CAL PDZ binding inhibitors, primary screen, biochemical, fluorescence polarization, HTS; Golgi-associated PDZ and coiled-coil motif-containing protein (Homo sapiens), Q9HD26; purified CAL PDZ, TMR-peptide fluorescence polarization, 1 h; inhibition, % at 24.9 µM; 300,000 tested, 0.92% active; AID 602252, 2012;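 active = mean inhibition of at least 30% with at least half of replicates also reaching 30%; inconclusive = no clear call, values can overlap the other calls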;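 note: 0% = DMSO neutral control and 100% = excess unlabeled competitor peptide PRC23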
Rtt109 HAT inh – inhibitors of C. albicans Rtt109/Vps75 HAT, primary screen, biochemical, ThioGlo CoA-SH fluorescence, plate reader. purified Rtt109/Vps75, 4 h. inhibition, % at 34.9 µM. 330,000 tested, 0.16% active. AID 540336, 2011;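 active = inhibition of at least 50% in every replicate; inconclusive = best replicate reaches 50% inhibition but some replicates fall short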
DAGLB inhibitor – DAGLB lipase inhibitors, primary screen, biochemical, fluorescence, HTS | Diacylglycerol lipase-beta (Homo sapiens), Q8NCG7 | HEK293T DAGLB membrane lysate, EnzChek fluorogenic substrate | inhibition, % at 5.17 µM | 340,000 tested, 0.059% active; in the data active = inhibition above about 34%;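 note: 0% = enzyme with vehicle and 100% = wells lacking enzyme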
cardiac RTF act – cardiac RTF calcium sensitivity activators, primary screen, biochemical, IANBD-TnC fluorescence, EC20 calcium; Troponin I, cardiac muscle (Homo sapiens) + Troponin T, cardiac muscle (Homo sapiens) + …; IANBD-labeled TnC RTF fluorescence at EC20 calcium; 0% EC20 calcium, 100% full calcium; activation, % at 7.2 µM; 340,000 tested, 0.24% active;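 active = activation above the mean over all tested compounds plus 3 SD, cut at about 30% in these data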;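 note: rise in fluorescence read as greater calcium sensitivity of cardiac thin filaments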
RTF Ca sens inh – cardiac RTF calcium sensitivity inhibitors, primary screen, biochemical, IANBD-TnC fluorescence, EC70 calcium; IANBD-labeled cardiac RTF, Ca2+ fluorescence; 340,000 tested, 0.12% active; Troponin I, cardiac muscle (Homo sapiens) + Troponin T, cardiac muscle (Homo sapiens) + …; inhibition, % at 7.15 µM;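 active = inhibition above the mean inhibition of all tested compounds plus 3 SD, cut at about 17% in these data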;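 note: assay run at fixed EC70 calcium of 1.6 mM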
Keap1 Nrf2 FP – Keap1-Nrf2 protein-protein interaction inhibitors, primary screen, biochemical, fluorescence polarization, single point; Keap1 Kelch-Nrf2 peptide fluorescence polarization, 1536-well; inhibition, % at 9.4 µM; 340,000 tested, 0.15% active; AID 504523, 2011; in the data active = inhibition above about 12%; inconclusive = no clear call, values can overlap the other calls; inactive = below about 7.3%;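 note: human Keap1 Kelch domain with fluorescein labeled Nrf2 9mer peptide probe; 0% = neutral control wells and 100% = peptide positive control; higher means more block of Keap1 binding to Nrf2 peptide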
Target sequence (Q14145 whole entry, looked up, the tested form may be a part): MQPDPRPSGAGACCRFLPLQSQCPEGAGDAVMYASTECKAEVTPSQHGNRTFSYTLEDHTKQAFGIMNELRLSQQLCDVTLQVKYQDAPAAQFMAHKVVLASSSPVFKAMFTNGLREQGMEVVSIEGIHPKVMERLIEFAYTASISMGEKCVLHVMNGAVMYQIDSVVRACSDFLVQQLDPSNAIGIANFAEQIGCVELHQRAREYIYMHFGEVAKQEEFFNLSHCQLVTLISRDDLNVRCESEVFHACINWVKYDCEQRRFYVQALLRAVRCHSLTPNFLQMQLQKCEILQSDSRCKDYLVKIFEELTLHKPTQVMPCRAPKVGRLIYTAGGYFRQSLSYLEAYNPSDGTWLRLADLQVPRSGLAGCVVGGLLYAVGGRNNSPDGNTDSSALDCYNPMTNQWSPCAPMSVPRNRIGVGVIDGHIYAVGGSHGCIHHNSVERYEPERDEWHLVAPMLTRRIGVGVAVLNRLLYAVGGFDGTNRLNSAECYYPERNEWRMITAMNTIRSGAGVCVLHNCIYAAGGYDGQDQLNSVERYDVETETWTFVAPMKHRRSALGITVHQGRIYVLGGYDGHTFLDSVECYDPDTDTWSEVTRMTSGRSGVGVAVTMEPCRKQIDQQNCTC
C-LANA FP – inhibitors of KSHV C-LANA binding to DNA, primary screen, biochemical, fluorescence polarization, FAM-LBS DNA, MBP-C-LANA, single point. AID 504423, 2011. Kaposi's sarcoma herpesvirus LANA C-terminal domain (residues 932-1162) DNA binding. inhibition, % at 9 µM. 340,000 tested, 0.078% active;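 active = highest replicate inhibition at or above 60% at 9 µM, even if other replicates fall short; inactive = all replicates below 60% inhibition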;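 note: 0% = neutral control wells and 100% = 4 µM acridine orange control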
CAL PDZ FP-2 – CAL PDZ peptide-binding inhibitors, primary screen, biochemical, fluorescence polarization, Cer-tagged CAL PDZ, HTS | purified CAL PDZ, TMR-peptide fluorescence polarization, 1 h | 330,000 tested, 0.02% active | AID 504414, 2011 | inhibition, % at 20 µM | Golgi-associated PDZ and coiled-coil motif-containing protein (Homo sapiens), Q9HD26;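 active = highest replicate inhibition of at least 40%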;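 note: plate controls were DMSO neutral control wells for no effect and unlabeled competitor peptide control wells for full effect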
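Test system: purified CerCALP PDZ construct; Compound dosing: one concentration, 20 µM compound; Also added: TMR-labelled reporter peptide T*-PRC34 bound in PDZ groove; Read-out: inhibition from polarization loss; Controls: unlabelled peptide and DMSO controls; Signal: FP readout, S and P plane fluorescence; Incubation: 1 h at RT.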
SR-BI uptake up – activators of SR-BI mediated DiI-HDL uptake, primary screen, ldlA[mSR-BI] CHO cells, DiI fluorescence | 3 h; 100 = double the neutral-control signal | activation, % at 12.5 µM | 320,000 tested, 0.096% active | AID 504775, 2011;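 active = mean replicate activation of at least 60% and every replicate at or above 60%; inconclusive = mean or all-replicate condition met, but not both; inactive = mean below 60% and not all replicates reaching 60%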;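 note: 0% = median plate neutral-control signal and 100% = twice that signal; values of inactives mirror those of a sister screen read the other way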
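Assay system: CHO ldlA[mSR-BI] cells, LDL receptor-null, SR-BI overexpressing; medium: Ham's F12 with 0.5% BSA, HEPES 25 mM, pH 7.4; also added: DiI-HDL 10 µg/mL; timing: 3 h uptake period with compound, 37 °C; signal: DiI fluorescence, bottom read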
PKA-R2B activ – activators of PKA-R2B holoenzyme, primary screen, biochemical, fluorescence polarization, Cy5-IP20, human; activation, % at 11.4 µM; cAMP-dependent protein kinase catalytic subunit beta (Homo sapiens) + cAMP-dependent …; PKA-R2B holoenzyme dissociation; R2B truncated from residue 108, S112A mutant; 0% DMSO only, 100% 113 µM cGMP; 340,000 tested, 0.079% active;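 active = activation above a cutoff set at the mean over all compounds plus 3 SD, cut at about 18% in these data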;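 note: higher means more holoenzyme dissociation and a rise in polarization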
Target sequence (P31323 whole entry, looked up, other chains not shown, the tested form may be a part): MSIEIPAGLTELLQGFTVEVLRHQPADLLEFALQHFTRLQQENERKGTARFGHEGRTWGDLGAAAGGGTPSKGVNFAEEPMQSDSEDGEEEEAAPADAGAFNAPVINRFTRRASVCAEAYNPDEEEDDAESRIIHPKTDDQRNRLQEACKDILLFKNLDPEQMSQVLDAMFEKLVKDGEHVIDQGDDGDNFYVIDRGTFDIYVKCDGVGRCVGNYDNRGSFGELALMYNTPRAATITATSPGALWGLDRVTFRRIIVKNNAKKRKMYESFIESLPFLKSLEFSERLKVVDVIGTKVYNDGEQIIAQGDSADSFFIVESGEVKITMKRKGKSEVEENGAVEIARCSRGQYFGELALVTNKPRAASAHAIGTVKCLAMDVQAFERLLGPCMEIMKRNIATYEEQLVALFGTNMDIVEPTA
* hit, by the source's call; ? = inconclusive; nt = not tested or not shown.

SMILES	CAL PDZ FP-1	Rtt109 HAT inh	DAGLB inhibitor	cardiac RTF act	RTF Ca sens inh	Keap1 Nrf2 FP	C-LANA FP	CAL PDZ FP-2	SR-BI uptake up	PKA-R2B activ
Cc1nc(N[C@@H](Cc2ccccc2)C(=O)O)c2oc3ccccc3c2n1	1	8	1	-5	0	-4	1.3	0.6	9	3
O=C(CSc1nnc(Nc2ccccc2)s1)NC1CC1	-3	0	-1	0	-2	0	0.9	-1.0	10	10
O=C(O)c1ccc(Nc2nc(-c3ccccc3)nc3ccccc23)cc1	-6	-2	4	-4	0	-8	-1.7	nt	3	-3
COc1cc(Cl)c(CN2CCCC(CO)(Cc3cccc(Cl)c3)C2)cc1OC (stereo not given)	-4	6	-4	-1	-18	-5	-0.6	37	-2	-3
CCOC(=O)CN1C(=O)C(O)=C(C(C)=O)C1c1ccc([N+](=O)[O-])cc1 (stereo not given)	-2	-6	-1	0	-3	-2	-1.1	-0.5	17	5
CC(=O)Nc1ccc(-c2cc3ccccc3o2)cc1	-9	7	1	-4	8	-8	-0.1	-0.8	-3	-10
COc1cccc(C2c3c(oc4ccccc4c3=O)C(=O)N2CCCN2CCOCC2)c1OC (stereo not given)	-5	-3	-2	0	1	5	-0.9	-0.9	6	-11
Cc1ccc(NCc2ccccc2O)c(C)c1	0	1	2	-4	4	0	1.7	0.3	14	-2
CCCCN1C(=O)N(c2nnc(C(C)(C)C)s2)C(O)C1c1ccc(C)cc1 (stereo not given)	-1	-3	-4	9	0	-1	0.0	-0.5	6	-10
COC(=O)c1sc2ccccc2c1NC(=O)c1ccc(S(=O)(=O)N2CCCCC2C)cc1 (stereo not given)	2	-4	-7	-6	-1	3	1.6	-1.9	-19	-10
O=S(=O)(NC(=S)NC1CCCCC1)c1ccc(Br)cc1	-6	5	5	1	-4	-1	-1.2	-2.0	2	0
Cc1nc2ccccc2c2oc(C(=O)N3CCN(c4ccc([N+](=O)[O-])cc4)CC3)cc12	nt	4	0	2	-3	1	-1.2	-2.4	10	-2
CC(C)c1onc(C(=O)Nc2cccc(O)c2)c1[N+](=O)[O-]	nt	-9	-2	5	6	0	0.3	0.1	0	-10
Cc1cccc(NC(=O)NCC(c2cccnc2)N2CCOCC2)c1 (stereo not given)	-5	17	2	2	-12	-5	-1.9	-1.3	17	0
CCc1ccc(C(=O)Nc2nc3ccccc3[nH]2)cc1	-4	-9	1	-1	-15	-4	2.2	-1.9	-37	-11
Cc1ccc(C(=O)O)cc1NC(=O)C1CCN(S(=O)(=O)c2ccc3c(c2)OCCO3)CC1	8	-10	0	5	1	-4	0.1	0.3	-12	-2
CC1(CC(=O)N/N=C/c2ccc(-c3ccc(C(=O)O)cc3)o2)OCCO1	-3	8	-2	0	-9	2	-0.4	-2.0	-7	-2
COc1ccccc1Oc1ccc(N2CC(C(=O)OCC(=O)c3ccccc3)CC2=O)cc1 (stereo not given)	-4	-13	-2	-3	-4	-4	0.4	-1.0	-32	-10
CN(Cc1ccccc1)C(=O)c1ccc(NC(=O)C2CCN(C(=O)OC(C)(C)C)CC2)cc1	0	-6	-2	-2	0	2	-1.3	0.1	-29	-17
Cc1noc(C)c1COc1ccc(C(=O)N2CCC(C(N)=O)CC2)cc1	2	-4	-2	8	1	-2	-0.3	-0.5	37	3

Filtered by structure, those above containing a halogen.
SMILES	CAL PDZ FP-1	Rtt109 HAT inh	DAGLB inhibitor	cardiac RTF act	RTF Ca sens inh	Keap1 Nrf2 FP	C-LANA FP	CAL PDZ FP-2	SR-BI uptake up	PKA-R2B activ
COc1cc(Cl)c(CN2CCCC(CO)(Cc3cccc(Cl)c3)C2)cc1OC (stereo not given)	-4	6	-4	-1	-18	-5	-0.6	37	-2	-3
O=S(=O)(NC(=S)NC1CCCCC1)c1ccc(Br)cc1	-6	5	5	1	-4	-1	-1.2	-2.0	2	0

Later entries
SMILES	CAL PDZ FP-1	Rtt109 HAT inh	DAGLB inhibitor	cardiac RTF act	RTF Ca sens inh	Keap1 Nrf2 FP	C-LANA FP	CAL PDZ FP-2	SR-BI uptake up	PKA-R2B activ
Cc1ccc(S(=O)(=O)NCCS(=O)(=O)N2CCN(c3ccc(F)cc3)CC2)cc1	0	5	-2	-5	-2	-2	-0.3	-1.6	21	-6
CN(C(=O)Nc1ccc(Cl)cc1Cl)[C@H]1c2cc(Br)ccc2OC[C@H]1CO	nt	6	-6	6	-2	-2	0.2	0.6	-42	3
CC(C)c1ccc(C(C)NC(=S)NC2CCCCC2)cc1 (stereo not given)	-2	3	-4	-2	7	0	0.8	-2.6	nt	10
COC(=O)c1[nH]c(C)c(/C(O)=C2\C(=O)C(=O)N(CCN3CCOCC3)C2c2ccc(C)o2)c1C (stereo not given)	-7	-23	-2	4	-6	0	-2.7	0.2	-8	5
CCOC(=O)CSc1nc(C)c2ccc(C)cc2n1	0	-2	-5	4	7	3	-1.1	-1.6	nt	7
Cc1ccc(-c2csc3nnc(SCC(=O)Nc4cccc(C)n4)n23)cc1	-3	-3	1	0	-3	-1	-0.4	-0.7	-15	-2
O=S(=O)(Nc1ccc(N2CCOCC2)nn1)c1ccccc1	-2	-2	0	1	8	5	-1.6	-0.1	7	-5
COc1ccc(-c2csc3ncn(-c4cccc(C)c4)c(=O)c23)cc1OC	1	3	3	1	-8	-4	-1.2	-2.7	-19	-2
CC(=O)c1cc(N2CCC(C(=O)O)CC2)ccc1[N+](=O)[O-]	3	4	nt	nt	nt	-2	-0.1	-0.6	-18	nt
CCCC(=O)NNC(=O)Nc1ccccc1	-4	4	1	3	2	-3	0.9	-0.6	19	5
COc1ccc(NC(=S)N2C3CCC2CC(NC(=O)NC24CC5CC(CC(C5)C2)C4)C3)c(OC)c1 (stereo not given)	-2	4	4	-17	0	-1	-0.2	-3.7	-51	-1
CCC(C)c1ccccc1NC(=O)CN1CCN(C/C=C/c2ccccc2)CC1 (stereo not given)	-3	11	0	5	-8	8	0.4	-2.6	31	-3
c1ccc(CCn2c(SCc3ccccc3)nnc2-c2ccncc2)cc1	-3	3	2	2	-1	-2	0.3	nt	17	-7
O=C(O)c1ccc(N2CCCC2=O)cc1	9	-6	-3	-2	-8	5	0.3	-2.7	-6	2
Cc1ccc(C)c(-n2nnnc2SCC(=O)Nc2cccc(-c3nnc4n3CCCCC4)c2)c1	1	17	0	0	-2	-4	-0.1	-1.7	-24	-9
O=C(NCc1ccco1)C1CCN(S(=O)(=O)c2cccc([N+](=O)[O-])c2)CC1	-2	-1	-2	9	-9	-3	-0.1	-2.0	nt	4
CSc1nc(N)nc2c1ncn2CC(=O)Nc1ccc(C)c(C)c1	-3	2	2	-2	5	-3	-1.0	-0.3	19	-4
COc1ccc(-c2[nH]ncc2CN(CCO)CC23CC4CC(CC(C4)C2)C3)c(OC)c1	-2	5	0	2	-4	-1	1.4	0.8	?	-3
COc1cccc(CNC(=O)C2CCCN2S(=O)(=O)c2ccc3c(c2)C(C)(C)C(=O)N3C)c1 (stereo not given)	nt	17	-2	10	-2	-1	-0.6	0.1	-28	-14
CCN(CC)S(=O)(=O)c1cccc(NC(=O)CCNC(=O)c2ccc([N+](=O)[O-])cc2)c1	-2	-3	-1	0	2	0	0.5	0.5	-20	4
CCCCCC(=O)NC(=S)Nc1cccc(C(C)=O)c1	-2	nt	-5	-10	8	-4	0.0	-2.6	4	3
COc1cc(C#N)ccc1OC(=O)C1CCN(C(=O)c2ccc(F)cc2)CC1	-3	-16	-3	-2	0	-4	0.1	-2.4	10	-2
COc1ccc(S(=O)(=O)N2CCC(C(=O)N3CCOCC3)CC2)cc1	0	-7	-2	-1	-3	-1	0.7	-1.1	16	-9
CCCC(=O)OCC1CN(Cc2ccco2)S(=O)(=O)c2c(F)cccc2O1 (stereo not given)	-4	1	-4	-1	-1	-2	0.8	-1.6	12	6
CCNc1nc(SC(C(C)=O)C(C)=O)nc(N(C)C)n1	-1	2	0	-5	-6	1	-1.4	nt	-20	13
Cc1cc(C)nc(NC(=O)CSc2nnnn2-c2ccccc2)n1	4	5	2	0	-1	5	1.0	0.3	11	-6
Cc1ccc(-n2cnc3c(=O)[nH]cnc32)cc1	-5	3	-1	-6	0	3	2.2	-0.4	-11	5
CSc1ccccc1OCc1cc(C(=O)N2CCC[C@H]2C(N)=O)no1	-3	1	1	-4	0	-5	0.2	-2.3	-18	8
CSC(=NNC(=O)c1ccc(O)cc1)SC	11	-5	2	2	-8	-4	0.4	-0.4	11	14
CNc1ccccc1C(=O)OCC(=O)N(CCOC)c1c(N)n(CC(C)C)c(=O)[nH]c1=O	-5	0	1	6	-10	0	-0.1	-1.1	4	-8
CCCCCC(=O)Nc1ccc2ccccc2c1	-2	nt	-13	-7	-8	-6	-1.1	-2.0	10	-3
Cc1cc(N)n(-c2ccc([N+](=O)[O-])cc2)n1	-10	12	-1	5	-11	3	0.0	-1.3	-1	-9
C=CCN(CC(=O)NCC1CCCO1)C(=O)CCC(=O)Nc1cc(C)on1 (stereo not given)	-1	-19	1	12	-10	-4	-1.1	-1.7	-13	-9
NC(=O)CCN1CCN(Cc2cn[nH]c2-c2cccc3ccccc23)CC1	2	-3	0	2	-4	-3	0.5	-1.1	13	2
Cc1cccc(S(=O)(=O)NNC(=O)Cc2cccn2C)c1	0	-6	0	8	-9	-6	-0.8	0.4	22	-7
COc1cccc(CCc2nnc(CCC(=O)NC(C)c3c(C)nn(C)c3C)o2)c1 (stereo not given)	-1	1	-1	0	-6	1	-0.1	0.3	11	-1
